ABCG2 block: blocks JC-1 efflux by human ABCG2 transporter. IgMXP3 cells, flow cytometry. inhibition, % at 6.6 µM. 190,000 compounds, 0.1% hits;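 active = inhibition above 80%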;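 note: 0% = DMSO and 100% = nicardipine control wells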
Target sequence (Q9UNQ0 whole entry, looked up): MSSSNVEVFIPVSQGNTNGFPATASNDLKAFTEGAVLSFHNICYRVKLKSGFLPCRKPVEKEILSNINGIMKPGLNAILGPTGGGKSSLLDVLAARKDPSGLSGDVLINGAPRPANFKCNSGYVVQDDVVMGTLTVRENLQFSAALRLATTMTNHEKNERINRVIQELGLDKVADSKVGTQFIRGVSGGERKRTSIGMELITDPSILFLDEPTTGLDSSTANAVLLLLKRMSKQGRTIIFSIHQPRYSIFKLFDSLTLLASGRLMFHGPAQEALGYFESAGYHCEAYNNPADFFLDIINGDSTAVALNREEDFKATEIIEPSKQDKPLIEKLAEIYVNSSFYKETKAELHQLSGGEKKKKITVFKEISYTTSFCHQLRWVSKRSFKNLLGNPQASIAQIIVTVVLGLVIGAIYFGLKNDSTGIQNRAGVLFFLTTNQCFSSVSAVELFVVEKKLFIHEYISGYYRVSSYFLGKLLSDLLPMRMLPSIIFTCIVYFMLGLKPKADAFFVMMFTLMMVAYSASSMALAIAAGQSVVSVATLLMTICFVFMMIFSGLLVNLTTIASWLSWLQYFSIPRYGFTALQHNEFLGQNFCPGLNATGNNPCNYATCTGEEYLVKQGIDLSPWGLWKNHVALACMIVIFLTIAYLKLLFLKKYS
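Read-out basis: Efflux inhibition in percent versus controls | Test system: ABCG2 IgMXP3 and barcoded ABCB1 CCRF-Adr cell mix | Quantity: 3 million cells/mL in well | Schedule: 10 min at 25 °C | Control set: Nicardipine as high control, DMSO as low control | Reagent: JC-1 as fluorescent efflux pump substrate | Signal: Flow cytometry of retained JC-1 fluorescence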
Bcl-B Bim block: inhibitors of Bim-Bcl-B interaction, human; Q9HD36; bead-based flow cytometry, Bim peptide-Bcl-B binding; inhibition, % at 10 µM; 190,000 compounds, 0.073% hits;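 note: 0% = tracer peptide without compound and 100% = reference inhibitor peptide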
Target sequence (Q9HD36 whole entry, looked up): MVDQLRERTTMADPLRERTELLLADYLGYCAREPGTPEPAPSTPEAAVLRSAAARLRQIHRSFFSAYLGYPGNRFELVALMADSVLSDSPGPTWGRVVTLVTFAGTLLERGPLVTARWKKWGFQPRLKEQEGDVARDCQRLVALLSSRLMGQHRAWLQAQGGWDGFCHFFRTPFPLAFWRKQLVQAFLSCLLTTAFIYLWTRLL
Bim-Bfl-1: human Bim-Bfl-1 interaction inhibition. Q16548. Bead-based flow cytometry, Bim-Bfl-1 binding inhibition. inhibition, % at 10 µM. 190,000 compounds, 0.12% hits;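 note: 0% = wells without compound plus tracer and 100% = blocker peptide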
Bcl-XL Bim block: disrupts Bim peptide binding to human Bcl-XL; inhibition, % at 10 µM; bead flow cytometry, fluorescence; Q07817; 190,000 compounds, 0.04% hits; AID 1007
Target sequence (Q07817 whole entry, looked up): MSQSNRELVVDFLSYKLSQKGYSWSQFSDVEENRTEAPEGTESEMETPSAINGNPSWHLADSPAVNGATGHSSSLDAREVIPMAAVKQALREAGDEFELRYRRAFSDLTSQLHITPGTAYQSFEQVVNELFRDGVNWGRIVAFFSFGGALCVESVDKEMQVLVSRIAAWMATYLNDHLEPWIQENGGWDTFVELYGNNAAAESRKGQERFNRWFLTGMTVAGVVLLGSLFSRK
RGS4-Gao reg: modulates binding of RGS4 to human Galphao. P09471. Multiplexed bead flow cytometry; actives lie on both sides. binding response (% of control), % at 10 µM. 220,000 compounds, 0.33% hits. AID 1415; in the data active = binding response below about 49% or above about 150%; inactive = in between;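 note: fluorescent Galphao activated with aluminum fluoride binding bead-coupled RGS4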
RGS7-Gao reg: human RGS7-Galphao interaction regulation; P09471; Multiplexed bead flow cytometry, RGS7-Galphao binding; actives lie on both sides; binding response (% of control), % at 10 µM; 220,000 compounds, 0.35% hits; in the data active = binding response below about 49% or above about 150%; inconclusive = no clear call, values can overlap the other calls; inactive = in between;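 note: fluorescent Galphao held in activated GDP-AlF4 state binding bead-coupled RGS7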
Bcl-W Bim block: inhibitors of Bim-Bcl-W interaction, human. Q92843. bead-based flow cytometry, Bim peptide-Bcl-W binding. inhibition, % at 10 µM. 190,000 compounds, 0.02% hits;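 note: 0% = bound tracer without compound and 100% = peptide blocker; higher means less fluorescent Bim peptide bound to Bcl-W beads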
Avidin bead fluor: compound fluoresces at 488/530 nm on avidin beads; compound fluorescence 488/530 nm, flow cytometry; hits give high values; 220,000 compounds, 0.38% hits; fluorescence (KMESF) at 10 µM; in the data active = fluorescence above about 47; note: inactives centre near 10
Bcl-2 Bim block: disrupts Bim peptide binding to human Bcl-2 | Bead-based flow cytometry, Bim peptide-Bcl-2 binding | inhibition, % at 10 µM | 190,000 compounds, 0.06% hits | AID 950; in the data active = inhibition above about 40%; inconclusive = no clear call, values can overlap the other calls;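 note: 0% = no compound wells with probe peptide and 100% = reference peptide inhibitor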
ABCB1 inh: blocks JC-1 efflux by human ABCB1 transporter; P08183; CCRF-Adr cells, flow cytometry; inhibition, % at 6.6 µM; 190,000 compounds, 0.067% hits; AID 1326; in the data active = inhibition above about 40%;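 note: 0% = vehicle and 100% = reference inhibitor; higher value means more JC-1 retained so stronger ABCB1 efflux block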
GSH bead fluor: GSH bead compound fluorescence profile | fluorescence (KMESF) at 10 µM | 190,000 compounds, 0.25% hits | GSH beads flow cytometry, compound fluorescence 488/530 nm; hits give high values; in the data active = fluorescence above about 89;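 note: glutathione beads carrying GST-tagged Bcl family fusion proteins plus one bare bead set; values are compound well signal with DMSO vehicle wells as background; inactives centre near 16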
Starred values were filed as active, the others as inactive; ? = inconclusive; . = no result given; [ ] = another dose, or the depositor's remark. Cut-off read from the data, not from the text of the source, unless noted: active = inhibition above about 40%.

#1 CCOC(=O)c1[nH]c(C)c(C(=O)NCc2ccc(OC)cc2)c1C
#2 CN=c1scc(C)n1/N=C/c1ccc(O)c(O)c1O
#3 COc1ccc(NC(=S)NCc2ccc3c(c2)cc(C)n3C)cc1
#4 O=CN1CCN(C(=O)c2ccccc2Cl)CC1
#5 CNC(=S)N(CCc1c(C)[nH]c2ccc(C)cc12)Cc1ccco1
compound no.,1,2,3,4,5
ABCG2 block,6,-1,1,2,5
Bcl-B Bim block,-9,-1,-6,2,-7
Bim-Bfl-1,-12,39,0,3,1
Bcl-XL Bim block,-4,6,-3,2,0
RGS4-Gao reg,103,64,90,100,.
RGS7-Gao reg,100,53,95,95,.
Bcl-W Bim block,-2,25,-4,0,-5
Avidin bead fluor,8,6,5,5,.
Bcl-2 Bim block,-10,17,0,0,0
ABCB1 inh,0.5,-0.5,-0.2,6.8,0.9
GSH bead fluor,14,8,16,42,18

#6 COc1ccc(/C=N/n2c(=O)[nH]c3c([nH]c4ccc(Br)cc43)c2=O)cc1CN1CCOCC1
#7 Cc1ccc(-c2nsc(SCC(=O)NCC3CCCO3)n2)cc1 (stereo not given)
#8 CCOC(=O)c1cnn(-c2ccccc2)c1NC(=O)c1ccccc1
#9 Cc1ccc(NC(=O)C2CC(=O)N(c3ccc4c5c(cccc35)CC4)C2)cc1 (stereo not given)
#10 COCCCNc1ncnc2c1cnn2-c1ccc(C)cc1C
compound no.,6,7,8,9,10
ABCG2 block,1,3,1,3,3
Bcl-B Bim block,2,1,-3,-10,2
Bim-Bfl-1,-2,5,-9,-11,1
Bcl-XL Bim block,-2,-5,-4,-19,0
RGS4-Gao reg,102,97,114,101,105
RGS7-Gao reg,100,91,112,99,98
Bcl-W Bim block,-1,-3,1,0,0
Avidin bead fluor,23,4,8,10,6
Bcl-2 Bim block,2,1,-2,-11,-4
ABCB1 inh,0.3,-0.4,0.3,0.9,0.3
GSH bead fluor,9,19,10,26,17

#11 CCOC(=S)SCC(=O)N1CCc2cc(OC)ccc2C1C1C(=O)CCCC1=O (stereo not given)
#12 O=C(COC(=O)COc1ccc(Nc2ccccc2)cc1)NCc1ccco1
#13 Oc1c(Br)cc(Br)cc1/C=N/N1CCN(Cc2ccccc2)CC1
#14 Fc1cccc(Cl)c1-c1nnc2ccc(N3CCOCC3)nn12
#15 CC(C)C(CCN1C(=O)c2ccccc2C1=O)c1ccco1 (stereo not given)
compound no.,11,12,13,14,15
ABCG2 block,3,7,-1,2,34
Bcl-B Bim block,-6,-5,-5,-7,0
Bim-Bfl-1,-2,-14,-7,-10,0
Bcl-XL Bim block,-6,-3,-9,-9,2
RGS4-Gao reg,101,97,112,101,102
RGS7-Gao reg,103,96,172*[activator],100,100
Bcl-W Bim block,-4,-2,-5,0,-2
Avidin bead fluor,10,36,107*,11,9
Bcl-2 Bim block,0,-8,-4,-8,-1
ABCB1 inh,0.2,0.5,0.1,0.4,-0.6
GSH bead fluor,18,25,17,37,32

#16 Oc1ccc(Cl)cc1-c1cc(-c2ccccc2)n[nH]1
#17 CCOc1cc(NC(=O)C2CCCCC2)c(OCC)cc1NC(=O)c1ccco1
#18 CCCn1nnc(NC(=O)c2ccc(-c3cccc(Cl)c3)o2)n1
#19 COc1ccc(S(=O)(=O)Cc2ccc(C(=O)N3CCN(c4ccc(Cl)cc4)CC3)o2)cc1
#20 CCO[C@@H]1OC(C(=O)N2CCOCC2)=C[C@H](c2ccc(C(F)(F)F)cc2)[C@H]1CCCO
compound no.,16,17,18,19,20
ABCG2 block,-1,11,0,5,13
Bcl-B Bim block,-6,-7,1,-4,-1
Bim-Bfl-1,-14,-8,-2,-8,-5
Bcl-XL Bim block,-6,0,-1,-3,0
RGS4-Gao reg,102,99,100,105,99
RGS7-Gao reg,99,99,97,101,97
Bcl-W Bim block,-3,2,0,2,-3
Avidin bead fluor,4,25,34,8,7
Bcl-2 Bim block,-10,-1,-4,-3,-2
ABCB1 inh,-0.9,1.5,0.0,0.1,1.2
GSH bead fluor,17,11,17,19,18

#21 CCN(CC(=O)NC(C)C)C(=O)C(CCSC)NC(=O)c1cccc(C)c1 (stereo not given)
#22 S=C(NC12CC3CC(CC(C3)C1)C2)N1CCCC1
#23 CCOc1ccc2nc(SC3CC(=O)N(c4cccc(OC)c4)C3=O)sc2c1 (stereo not given)
#24 O=c1[nH]c2cc3c(cc2cc1CN(Cc1nnnn1CC1CCCO1)C1CCCC1)OCO3 (stereo not given)
#25 COc1cccc(/C(C)=N/Nc2ncc(Cl)cc2Cl)c1
compound no.,21,22,23,24,25
ABCG2 block,11,2,7,2,17
Bcl-B Bim block,-4,-7,-7,2,-6
Bim-Bfl-1,-10,0,0,0,-14
Bcl-XL Bim block,-2,-1,-1,0,-2
RGS4-Gao reg,103,102,105,101,98
RGS7-Gao reg,101,100,107,105,98
Bcl-W Bim block,3,0,-1,-4,-2
Avidin bead fluor,6,15,14,36,11
Bcl-2 Bim block,-5,0,-1,-3,-1
ABCB1 inh,-0.2,0.1,1.3,0.8,0.4
GSH bead fluor,13,7,5,13,12

#26 Cn1cc([N+](=O)[O-])c(C(=O)Nc2cc(Oc3cccnc3)cc([N+](=O)[O-])c2)n1
#27 COc1ccc(/C=C/C(=O)c2ccccc2)cc1COc1ccccc1F
#28 COc1ccc(C(=O)Nc2cc(C)on2)cc1
#29 Cc1cc(=O)oc2c3c4c(cc12)OCCN4CCC3
#30 O=C(NCc1ccncc1)c1ccc(N2CCCC2)c([N+](=O)[O-])c1
compound no.,26,27,28,29,30
ABCG2 block,6,-1,32,1,0
Bcl-B Bim block,3,-2,-3,-4,1
Bim-Bfl-1,1,-6,-17,1,0
Bcl-XL Bim block,2,0,-7,6,0
RGS4-Gao reg,106,104,97,101,95
RGS7-Gao reg,112,126,97,100,92
Bcl-W Bim block,0,2,3,3,1
Avidin bead fluor,14,90*,31,18,19
Bcl-2 Bim block,6,0,-11,13,0
ABCB1 inh,0.5,-0.3,0.5,0.4,0.2
GSH bead fluor,23,11,22,17,11

Excerpt: entries 18 to 30
#18 CCCn1nnc(NC(=O)c2ccc(-c3cccc(Cl)c3)o2)n1
#19 COc1ccc(S(=O)(=O)Cc2ccc(C(=O)N3CCN(c4ccc(Cl)cc4)CC3)o2)cc1
#20 CCO[C@@H]1OC(C(=O)N2CCOCC2)=C[C@H](c2ccc(C(F)(F)F)cc2)[C@H]1CCCO
#21 CCN(CC(=O)NC(C)C)C(=O)C(CCSC)NC(=O)c1cccc(C)c1 (stereo not given)
#22 S=C(NC12CC3CC(CC(C3)C1)C2)N1CCCC1
#23 CCOc1ccc2nc(SC3CC(=O)N(c4cccc(OC)c4)C3=O)sc2c1 (stereo not given)
#24 O=c1[nH]c2cc3c(cc2cc1CN(Cc1nnnn1CC1CCCO1)C1CCCC1)OCO3 (stereo not given)
compound no.,18,19,20,21,22,23,24
ABCG2 block,0,5,13,11,2,7,2
Bcl-B Bim block,1,-4,-1,-4,-7,-7,2
Bim-Bfl-1,-2,-8,-5,-10,0,0,0
Bcl-XL Bim block,-1,-3,0,-2,-1,-1,0
RGS4-Gao reg,100,105,99,103,102,105,101
RGS7-Gao reg,97,101,97,101,100,107,105
Bcl-W Bim block,0,2,-3,3,0,-1,-4
Avidin bead fluor,34,8,7,6,15,14,36
Bcl-2 Bim block,-4,-3,-2,-5,0,-1,-3
ABCB1 inh,0.0,0.1,1.2,-0.2,0.1,1.3,0.8
GSH bead fluor,17,19,18,13,7,5,13

#25 COc1cccc(/C(C)=N/Nc2ncc(Cl)cc2Cl)c1
#26 Cn1cc([N+](=O)[O-])c(C(=O)Nc2cc(Oc3cccnc3)cc([N+](=O)[O-])c2)n1
#27 COc1ccc(/C=C/C(=O)c2ccccc2)cc1COc1ccccc1F
#28 COc1ccc(C(=O)Nc2cc(C)on2)cc1
#29 Cc1cc(=O)oc2c3c4c(cc12)OCCN4CCC3
#30 O=C(NCc1ccncc1)c1ccc(N2CCCC2)c([N+](=O)[O-])c1
compound no.,25,26,27,28,29,30
ABCG2 block,17,6,-1,32,1,0
Bcl-B Bim block,-6,3,-2,-3,-4,1
Bim-Bfl-1,-14,1,-6,-17,1,0
Bcl-XL Bim block,-2,2,0,-7,6,0
RGS4-Gao reg,98,106,104,97,101,95
RGS7-Gao reg,98,112,126,97,100,92
Bcl-W Bim block,-2,0,2,3,3,1
Avidin bead fluor,11,14,90*,31,18,19
Bcl-2 Bim block,-1,6,0,-11,13,0
ABCB1 inh,0.4,0.5,-0.3,0.5,0.4,0.2
GSH bead fluor,12,23,11,22,17,11

(listing goes on)
#31 O=C(COC(=O)c1ccc2ccccc2c1)NCCCc1ccccc1
#32 CCN(CC)S(=O)(=O)c1cccc(C(=O)c2c(C)cc3ccccn23)c1
#33 Cc1ccc(N(C(=O)c2csnn2)C(C(=O)NC(C)(C)C)c2cccnc2)cc1C (stereo not given)
#34 Cc1cc(C)c2c(CC(=O)NN(C)C)coc2c1
#35 O=C(CSc1nc2ccccc2[nH]1)Nc1ccc(F)c(F)c1
compound no.,31,32,33,34,35
ABCG2 block,13,29,1,10,11
Bcl-B Bim block,-4,-2,-4,-4,-4
Bim-Bfl-1,-12,0,-5,-4,-4
Bcl-XL Bim block,-7,-4,0,-1,-11
RGS4-Gao reg,101,94,101,97,.
RGS7-Gao reg,102,103,101,99,.
Bcl-W Bim block,0,-2,0,0,8
Avidin bead fluor,7,4,11,11,.
Bcl-2 Bim block,-4,-1,-2,-5,-4
ABCB1 inh,0.3,3.2,0.7,0.9,-0.3
GSH bead fluor,15,11,13,9,44

#36 COc1cc(S(=O)(=O)N(CCc2ccccc2)Cc2cccs2)ccc1-n1cnnn1
#37 CCOc1ccc2ncc(S(=O)(=O)c3ccccc3)c(N3CCN(c4ccc(OC)cc4)CC3)c2c1
#38 CC(C)Cn1nc(NC(=O)C(C)(C)C)c2cc3ccccc3nc21
#39 CN(C)S(=O)(=O)c1ccc(NC(=O)COC(=O)C2COc3ccccc3O2)cc1 (stereo not given)
#40 Cc1[nH]c2ccccc2c1Cc1nnc(SCC(N)=O)o1
compound no.,36,37,38,39,40
ABCG2 block,16,20,5,6,0
Bcl-B Bim block,-1,-8,-6,1,2
Bim-Bfl-1,-1,-18,-7,-1,6
Bcl-XL Bim block,-1,-8,-28,0,6
RGS4-Gao reg,104,106,109,103,97
RGS7-Gao reg,104,109,110,101,118
Bcl-W Bim block,-4,-1,0,0,3
Avidin bead fluor,7,14,11,9,27
Bcl-2 Bim block,0,-8,-10,2,0
ABCB1 inh,1.8,22,0.6,-0.1,0.1
GSH bead fluor,61,11,30,14,26

#41 Cc1nnc(SCc2ccc3c(c2)OCO3)s1
#42 O=C(O)CC(NC(=O)C12CC3CC(CC(C3)C1)C2)c1cc([N+](=O)[O-])ccc1Cl (stereo not given)
#43 COC(=O)N/N=C/c1cn(Cc2c(Cl)cccc2Cl)c2ccccc12
#44 COc1cc(NC(=O)CN2C(=O)C(c3ccccc3)=NC2(C)C)cc(OC)c1
compound no.,41,42,43,44
ABCG2 block,4,3,71,4
Bcl-B Bim block,-9,-5,10,-3
Bim-Bfl-1,-10,-3,21,-8
Bcl-XL Bim block,-2,-3,22,0
RGS4-Gao reg,98,97,96,104
RGS7-Gao reg,97,98,101,?
Bcl-W Bim block,2,-3,15,0
Avidin bead fluor,8,7,15,9
Bcl-2 Bim block,-6,-2,9,-3
ABCB1 inh,0.8,1.4,2.9,1.1
GSH bead fluor,43,18,6,15

Assay outcomes: PubChem BioAssay, NMMLSC

Not a hit list. About 1.3% of those tested had a hit in this group.
